# Keap1-Nrf2 PPI – Keap1-Nrf2 protein-protein interaction inhibitors, primary screen, biochemical, fluorescence polarization, single point | 340,000 compounds, 0.15% hits | inhibition, % at 9.4 µM | AID 504523, 2011 | Keap1 Kelch-Nrf2 peptide fluorescence polarization, 1536-well | Kelch-like ECH-associated protein 1 (Homo sapiens), Q14145; in the data active = inhibition above about 12%;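 also: human Keap1 Kelch domain with fluorescein labeled Nrf2 9mer peptide probe; 0% = neutral control wells and 100% = peptide positive control; higher means more block of Keap1 binding to Nrf2 peptide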
# V-ATPase pHluor – regulators of yeast V-ATPase proton pumping, primary screen, pHLuorin cytosolic pH fluorescence. S. cerevisiae. response, % at 10 µM. 350,000 compounds, 0.37% hits. AID 504577, 2011; in the data active = response mostly above about 7.3%, no sharp cut-off; inactive = mostly below about 5.4%; also: actives read high; inactives centre near 0; some compounds called inactive have numbers as strong as hits
# NSD2 HMT inh – NSD2 histone methyltransferase inhibitors, primary screen, biochemical, AlphaScreen, single concentration, set 2. Histone-lysine N-methyltransferase NSD2 (Homo sapiens), O96028. NSD2 peptide methylation, 120 min. 310,000 compounds, 0.54% hits. inhibition, % at 12.5 µM; in the data active = inhibition above about 50%
# Pemphigus Ab inh – inhibitors of pemphigus antibody binding to DSG3, primary screen, biochemical, bead-based, flow cytometry, scFv-GFP; AID 588358, 2011; 310,000 compounds, 0.48% hits; Desmoglein-3 (Homo sapiens), P32926; DSG3-coupled beads, scFv-anti-DSG3-GFP binding; stronger effect = lower value; binding (percent of control), % at 10 µM;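 active = binding more than 3 SD below its plate's average and above zero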; also: some compounds called inactive have numbers as strong as hits
# Arr AP2 block – inhibitors of beta-arrestin/AP2 binding, primary screen, biochemical, GPCR trafficking, flow cytometry; inhibition, % at 10 µM; 340,000 compounds, 0.31% hits; AID 504490, 2011; FITC-arrestin peptide / GST-AP2 beads; AP2 beta2 appendage carries R879A mutation; beta-arrestin 1 C-terminal peptide binding to AP2 beta2-adaptin appendage (human);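 active = inhibition above a set limit, near 3 SD of compounds lacking own fluorescence, cut at about 54% in these data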;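 also: plate controls were DMSO wells for no effect and 5 µM unlabelled arrestin peptide for full effect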
#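 system = GST-tagged AP2 beta2-adaptin appendage (R879A) on 4 µm glutathione beads | reagent = FITC-labelled arrestin peptide probe, 50 nM final | schedule = compound with beads 12 min RT, then probe 1 h RT | signal = HyperCyt-sampled flow cytometry, FL1 channel, ex 488/em 535 nm | read-out = percent response from loss of bead-bound FITC fluorescence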
# LANA DNA inh – inhibitors of KSHV C-LANA binding to DNA, primary screen, biochemical, fluorescence polarization, FAM-LBS DNA, MBP-C-LANA, single point; Kaposi's sarcoma herpesvirus LANA C-terminal domain (residues 932-1162) DNA binding; inhibition, % at 9 µM; 340,000 compounds, 0.078% hits;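 active = highest replicate inhibition at or above 60% at 9 µM, even if other replicates fall short; inactive = all replicates below 60% inhibition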;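 also: 0% = neutral control wells and 100% = 4 µM acridine orange control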
# RTF Ca sens inh – cardiac RTF calcium sensitivity inhibitors, primary screen, biochemical, IANBD-TnC fluorescence, EC70 calcium; 340,000 compounds, 0.12% hits; Troponin I, cardiac muscle (Homo sapiens) + Troponin T, cardiac muscle (Homo sapiens) + …; AID 493244, 2011; IANBD-labeled cardiac RTF, Ca2+ fluorescence; inhibition, % at 7.15 µM;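 active = inhibition above the mean inhibition of all tested compounds plus 3 SD, cut at about 17% in these data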;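 also: assay run at fixed EC70 calcium of 1.6 mM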
# DAGLB inh – DAGLB lipase inhibitors, primary screen, biochemical, fluorescence, HTS | AID 504411, 2011 | HEK293T DAGLB membrane lysate, EnzChek fluorogenic substrate | Diacylglycerol lipase-beta (Homo sapiens), Q8NCG7 | 340,000 compounds, 0.059% hits | inhibition, % at 5.17 µM; in the data active = inhibition above about 34%;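 also: 0% = enzyme with vehicle and 100% = wells lacking enzyme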
# Target sequence (Q8NCG7 whole entry, looked up): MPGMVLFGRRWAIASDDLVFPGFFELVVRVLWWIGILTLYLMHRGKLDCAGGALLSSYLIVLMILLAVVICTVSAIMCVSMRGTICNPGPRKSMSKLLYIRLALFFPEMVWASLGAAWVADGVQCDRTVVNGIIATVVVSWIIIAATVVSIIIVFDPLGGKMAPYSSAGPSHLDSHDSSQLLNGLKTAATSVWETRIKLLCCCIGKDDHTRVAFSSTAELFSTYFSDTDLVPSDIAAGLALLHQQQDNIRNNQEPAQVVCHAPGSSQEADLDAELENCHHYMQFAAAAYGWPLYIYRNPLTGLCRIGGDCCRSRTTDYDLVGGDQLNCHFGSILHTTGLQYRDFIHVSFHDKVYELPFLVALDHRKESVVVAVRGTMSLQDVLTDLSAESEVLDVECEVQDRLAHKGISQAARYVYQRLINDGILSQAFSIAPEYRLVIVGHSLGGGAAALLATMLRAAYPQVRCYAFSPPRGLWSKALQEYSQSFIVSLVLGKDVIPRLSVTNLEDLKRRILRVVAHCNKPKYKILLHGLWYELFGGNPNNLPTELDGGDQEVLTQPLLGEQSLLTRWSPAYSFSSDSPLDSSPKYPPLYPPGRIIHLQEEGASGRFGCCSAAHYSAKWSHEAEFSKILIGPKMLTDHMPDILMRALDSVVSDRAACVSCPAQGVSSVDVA
# CAL PDZ FP-1 – CAL PDZ peptide-binding inhibitors, primary screen, biochemical, fluorescence polarization, Cer-tagged CAL PDZ, HTS; inhibition, % at 20 µM; 330,000 compounds, 0.02% hits; AID 504414, 2011; purified CAL PDZ, TMR-peptide fluorescence polarization, 1 h;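 active = highest replicate inhibition of at least 40%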;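 also: plate controls were DMSO neutral control wells for no effect and unlabeled competitor peptide control wells for full effect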
#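 Read-out basis: mP drop reported as inhibition | Assay system: Tagged CAL PDZ protein CerCALP, purified | Benchmarks: Unlabelled peptide for full inhibition, DMSO wells as neutral | Schedule: 1 h incubation at room temperature before polarization reading | Buffer or medium: Sodium phosphate/NaCl buffer pH 7.4 with TCEP, IgG, Thesit | Doses: Single point, 20 µM | Measured by: Fluorescence polarization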
# CAL PDZ FP-2 – untagged CAL PDZ binding inhibitors, primary screen, biochemical, fluorescence polarization, HTS; purified CAL PDZ, TMR-peptide fluorescence polarization, 1 h; inhibition, % at 24.9 µM; 300,000 compounds, 0.92% hits; AID 602252, 2012;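 active = mean inhibition of at least 30% with at least half of replicates also reaching 30%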;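 also: 0% = DMSO neutral control and 100% = excess unlabeled competitor peptide PRC23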
# Numbers without * were called inactive; nt = not tested or not shown; & = joins results of further samples; ! = not confirmed by another sample. Some of the compounds tested; the hit share may differ from the screen's.
SMILES,Keap1-Nrf2 PPI,V-ATPase pHluor,NSD2 HMT inh,Pemphigus Ab inh,Arr AP2 block,LANA DNA inh,RTF Ca sens inh,DAGLB inh,CAL PDZ FP-1,CAL PDZ FP-2
CCOc1ccc(/C=C2/C(=O)NC(=O)N(CCc3ccc(F)cc3)C2=O)cc1,-5,-1,nt,97,43,-2.2,-7,12,-2.2,-4
Clc1cccc(CN2CCCCC2c2cccnc2)c1 (stereo not drawn),-2,4,-3,129,24,-0.6,-6,-6,-3.1,-4
Cc1nn(Cc2ccccc2)c(C)c1C(=O)OCC(=O)Nc1cccc(S(N)(=O)=O)c1,2,-1,1,105,12,1.3,3,-2,-1.3,0
CC(=O)N1CN2CN(C(C)=O)CC(C(=O)c3ccc([N+](=O)[O-])cc3)(C2)C1,-1,-2,-3,102,-7,1.6,8,1,-0.2,15
Nc1cc(Cl)cc(C(=O)O)c1Cl,4,-5,nt,105,1,0.3,-9,1,0.9,0
CN(C)CC1CSCCC1(O)c1ccc(Cl)cc1 (stereo not drawn),1,0,-5,99,-11,-1.0,-2,1,0.2,-4
CN1C(=O)c2ccccc2NC(=O)C1Cc1ccccc1 (stereo not drawn),-2,2,nt,100,30,-0.3,-7,-1,0.9,0
C=CCn1c(O)c(C(CC)=Nc2ccc3c(c2)CCC3)c(=O)[nH]c1=O,4,3,-1,nt,-5,1.5,-6,-2,-0.9,-5
COc1ccc2c(c1OC)C(=O)OC2c1c(O)n(C2CCCCC2)c(=O)[nH]c1=O (stereo not drawn),-4,4,13,100,-1,-1.9,-8,5,-1.4,-1
NCCc1cc(O)c(O)cc1O,1&1,-4&0,nt,85,31&37,1.6&3.8,26*!,3&1,0.4&0.9,0&-2
CCN(CC)c1ccc(N=Cc2c(O)n(CCc3ccc(OC)c(OC)c3)c(=O)[nH]c2=O)cc1,0,-2,36,150,2,1.4,-5,2,-1.4,1
O=C(O)c1cccc(N=Nc2c(O)[nH]c(=O)[nH]c2=O)c1,-4,4,3,99,24,-1.3,0,1,-0.1,5
CC1(C)CC(n2[nH]c(=O)c3c2NC(=O)CSC3c2ccc(F)cc2)CCO1 (stereo not drawn),4,-2,2,109,-5,1.9,-4,-1,-0.2,3
Cc1ccc(CC(=O)N2CCN(C)CC2)cc1,-1,0,0,107,55*,-7.7,0,0,-1.0,-2
COc1cc2c(c(OC)c1OC)-c1ccc(O)cc1[C@@H](NC(C)=O)CC2,1,-1,nt,101,11,1.4,-11,-4,-0.3,-1
COCCN1C(=O)NC(=O)/C(=C\c2ccc(F)cc2)C1=O,-9,0,6,106,0,0.5,-8,1,-2.4,nt
CCc1cc(=O)oc2c(C)c(OCC(=O)N3C[C@H]4C[C@@H](C3)c3cccc(=O)n3C4)ccc12,-5,3,nt,103,8,0.0,1,0,0.6,0
COC(=O)C1=C(c2ccc(S(C)(=O)=O)cc2)C[C@@H]2CC[C@H]1N2C(=O)NCCCOC(C)C,2,2,nt,101,0,1.9,0,2,0.8,-3
O=C1NC(=O)[C@]2(Cc3ccccc3N3CCN(c4ccccc4)CC32)C(=O)N1Cc1ccccc1 (stereo partly drawn),-2,1,8,nt,17,0.9,7,18,0.0,-6
O=c1c2ccccc2nc(-c2ccccc2)n1-c1ccncc1,0,-4,-3,104,10,-0.9,4,-2,-0.8,15
CN(C)C1=C(C#N)C(c2ccccc2)=NP(N(C)C)(N(C)C)=N1,-6,0,-6,85,4,0.8,-3,1,-2.3,-3
O=[N+]([O-])c1ccccc1CNCCc1ccc(F)cc1,-3,0,7,87,-5,0.5,-14,-2,-3.1,-4
CCN1CCN(CC(c2ccccc2)c2ccccc2)CC1,-2,-1,12,130,3,0.0,1,1,-1.3,9
CC1=C2C(=O)C3C(CC=C4CC(OC5OC(O)C(O)C(O)C5CO)CCC43C)C2CCC12OC1CC(C)CNC1C2C (stereo not drawn),-1,-2,-1,95,-1,-1.9,-22,1,-1.1,10
O=c1[nH]c(=O)n(Cc2ccccc2)c(O)c1/C=C1\C=Nc2ccccc21,0,-1,5,96,0,19,-18,7,-6.3,-1

# (listing goes on)
SMILES,Keap1-Nrf2 PPI,V-ATPase pHluor,NSD2 HMT inh,Pemphigus Ab inh,Arr AP2 block,LANA DNA inh,RTF Ca sens inh,DAGLB inh,CAL PDZ FP-1,CAL PDZ FP-2
N#C[C@H](O[C@@H]1O[C@H](CO[C@@H]2O[C@H](CO)[C@@H](O)[C@H](O)[C@H]2O)[C@@H](O)[C@H](O)[C@H]1O)c1ccccc1,-4,-3,nt,102,-2,3.3,4,1,-0.9,-1
CCC(CO)Nc1ccc([N+](=O)[O-])c2cccnc12 (stereo not drawn),-2,5,15,98,6,-2.4,-3,6,0.2,-2
CCN(CC)c1ccc(N=Cc2c(O)n(-c3ccc(Cl)cc3)c(=O)[nH]c2=O)cc1,1,-6,-3,125,13,-1.2,-4,0,-0.5,0
CCCNC(=O)N1[C@H]2CC[C@@H]1C(C(=O)OC)=C(c1cccc(OC)c1OC)C2,1,3,nt,105,-9,0.1,0,-2,0.8,-1
CC[C@@H](O)C[C@H]1CCC[C@@]2(C[C@@H]3OC(=O)/C=C/[C@@](C)(O)[C@@H](O)[C@H](C)[C@@H](O)[C@H](OC4CCC(N(C)C)C(C)O4)[C@@H](O)[C@](C)(O)CCCCC/C=C/[C@@H]4CC(C)(C)O[C@@]4(O)C[C@H](O2)[C@H]3C)O1 (stereo partly drawn),-4,-1,6,86,-14,0.1,4,0,-0.8,-3
O=[N+]([O-])c1cnc[nH]1,2,1,nt,111,-3,2.5,12,3,-0.8,3
O=c1[nH]c(=O)n(Cc2ccccc2Cl)c(O)c1/C=C1/C=CC=N1,-1,0,6,90,6,0.6,1,8,-1.9,-5
CCOc1ccccc1OCC(=O)Nc1ccc(Cl)cc1C(=O)c1ccccc1,-2,-3,-1,104,-1,0.8,-2,-20,-0.2,-1
c1ccc2c3c([nH]c2c1)C1(CCNCC1)NCC3,-3,-6,11,126,9,-3.0,-7,-5,0.2,nt
COCCCNC(=O)c1c(NC(=O)c2ccccc2)n(Cc2ccccc2)c2nc3ccccc3nc12,-1,2,-5,88,18,-0.7,-2,-4,-2.5,-3
CC12C=CC(=O)C=C1CCC1C2C(O)CC2(C)C1CCC2(C)O (stereo not drawn),0,-5,1,98,0,-0.5,1,1,0.0,-2
COC(=O)C1=C(c2ccccc2OCc2ccccc2)C[C@@H]2CC[C@H]1N2C(=O)NCCOc1ccccc1Cl,-1,1,nt,102,-7,-0.6,1,-6,-0.9,0
CC(=O)N1N=C2C3CCN(CC3)C2C1c1ccc(F)cc1 (stereo not drawn),-2,-4,0,100,-3,-2.0,-10,0,-2.2,0
COc1ccccc1/C=C1/C(=N/O)C2CCN1CC2,-3,5,1,nt,-13,-1.7,-6,-6,0.3,nt
COc1cccc(-n2c(=S)[nH]c3ccccc3c2=O)c1,-7,0,-2,104,-10,-0.8,14,3,-1.7,-1
O=C(CCCOc1ccc(Cl)cc1Cl)N1CCC2(CC1)OCCO2,-4,1,nt,101,-6,-1.6,4,-3,nt,-10
C[n+]1c(-c2ccccc2)cc(CCCCc2cc(-c3ccccc3)[n+](C)c(-c3ccccc3)c2)cc1-c1ccccc1,0,-2,29,nt,3,-3.2,5,7,-1.6,3
CCOC(=O)c1c(C)n(Cc2ccc3c(c2)OCO3)c2ccc(O)cc12,-2,-2,-1,103,-2,-0.2,2,-6,-2.4,3
Cc1nc2cc(-c3ccc(Cl)cc3)nn2c(C)c1CCC(=O)N1CCC2(CC1)OCCO2,4,-2,0,101,16,0.4,-4,0,-0.8,2
CNC(=S)N1CCn2cccc2C1c1cccnc1 (stereo not drawn),0,1,8,99,19,-2.8,-9,0,6.7,78*
CNP(=S)(NC)OCCOc1ccc(OC)cc1,-4,0,-2,nt,-7,0.9,-6,0,-0.9,-2
COC(=O)Nc1nc2ccccc2[nH]1,0,2,-1,85,-2,0.2,-1,-1,-1.4,-3
COc1ccc(NP(=O)(Oc2cccc(C)c2)Oc2cccc(C)c2)cc1OC,-6,-2,1,nt,-4,-0.5,-9,2,-0.2,-2
Clc1ccc(OCC#CCN2CCCC2)cc1,0,2,12,102,6,-0.3,-19,0,-0.7,-3
CCCCOC(=O)COc1cc(C)cc2oc(=O)c3c(c12)CCC3,1,-3,0,111,13,-2.3,1,-1,-3.7,-4

# Following part:
SMILES,Keap1-Nrf2 PPI,V-ATPase pHluor,NSD2 HMT inh,Pemphigus Ab inh,Arr AP2 block,LANA DNA inh,RTF Ca sens inh,DAGLB inh,CAL PDZ FP-1,CAL PDZ FP-2
Cc1nn(Cc2ccccc2Cl)c(C)c1C(=O)NC1CCCc2ccccc21 (stereo not drawn),-6,5,0,103,-2,-1.1,-5,0,-3.4,-4
O=C(N/N=C/c1c(O)n(-c2ccccc2)c(=O)[nH]c1=O)c1ccncc1,-12,1,-2,124,8,-1.8,-24,0,-2.0,-3
O=C1/C(=C\c2ccc(Cl)cc2Cl)N2CCC1CC2,nt,-2,-1,102,13,nt,nt,nt,nt,nt
C=CCn1c(=O)c(C=Nc2cccc([N+](=O)[O-])c2)c(O)n(CCCC)c1=O,-32,1,4,100,-4,-3.5,-11,3,-0.5,-2
CCC(=NC1CCN(Cc2ccccc2)CC1)c1c(O)[nH]c(=O)[nH]c1=O,-4,4,0,nt,6,-0.8,-1,0,-0.6,1
CC1(C)CN=C(Nc2nc3ccccc3s2)S1,-3,0,2,108,2,-0.2,0,-1,-0.8,-3
O=C(O)c1ccccc1N=Nc1c(O)[nH]c(=O)[nH]c1=O,-3,-4,2,100,-10,-1.4,-4,-3,-2.1,-1
CC(=CCOc1ccc2ccc(=O)oc2c1)C1=CC(=O)C(C)(C)O1,nt,-1,0,109,nt,nt,nt,-1,nt,nt
